ABHD5 PLIN5 PPI: ABHD5-PLIN5 interaction inhibitors, primary screen, cell lysate, split luciferase complementation, luminescence; inhibition, % at 4 µM; Perilipin-5 (Homo sapiens) + 1-acylglycerol-3-phosphate O-acyltransferase ABHD5 (Homo …; actives 0.78% (n = 360,000); Split G. princeps luciferase complementation, 4 h;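 active = inhibition above the mean inhibition across every tested compound plus 3 SD, cut at about 22% in these data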;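 also: 0% = DMSO only wells and the 100% control is not disclosed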
NCOA3 inh: SRC3 coactivator transcriptional activity inhibitors, primary screen, cell-based, luminescence | Nuclear receptor coactivator 3 (Homo sapiens), Q9Y6Q9 | HEK293 GAL4-SRC3 luciferase reporter | inhibition, % at 3.6 µM | actives 0.17% (n = 360,000);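 active = inhibition above a per-campaign cutoff, the mean of all compounds plus 3 SD, cut at about 60% in these data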;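 also: 0% = DMSO-treated cells and 100% = gossypol-treated cells at 36 µM; higher means less SRC3-driven luciferase light from the GAL4 reporter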
NR5A2 inv ag: LRH-1 (NR5A2) inverse agonists, primary screen, cell-based, luminescence, HEK293T, StAR-luciferase reporter | Nuclear receptor subfamily 5 group A member 2 (Homo sapiens), O00482 | LRH-1 transfected, 24 h | inhibition, % at 3.6 µM | actives 0.13% (n = 360,000) | AID 602396, 2012;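 active = inhibition above the mean inhibition of all tested compounds plus 3 SD, cut at about 73% in these data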;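 also: 0% = DMSO wells and 100% = reporter-only cells lacking LRH-1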
Target sequence (O00482 whole entry, looked up): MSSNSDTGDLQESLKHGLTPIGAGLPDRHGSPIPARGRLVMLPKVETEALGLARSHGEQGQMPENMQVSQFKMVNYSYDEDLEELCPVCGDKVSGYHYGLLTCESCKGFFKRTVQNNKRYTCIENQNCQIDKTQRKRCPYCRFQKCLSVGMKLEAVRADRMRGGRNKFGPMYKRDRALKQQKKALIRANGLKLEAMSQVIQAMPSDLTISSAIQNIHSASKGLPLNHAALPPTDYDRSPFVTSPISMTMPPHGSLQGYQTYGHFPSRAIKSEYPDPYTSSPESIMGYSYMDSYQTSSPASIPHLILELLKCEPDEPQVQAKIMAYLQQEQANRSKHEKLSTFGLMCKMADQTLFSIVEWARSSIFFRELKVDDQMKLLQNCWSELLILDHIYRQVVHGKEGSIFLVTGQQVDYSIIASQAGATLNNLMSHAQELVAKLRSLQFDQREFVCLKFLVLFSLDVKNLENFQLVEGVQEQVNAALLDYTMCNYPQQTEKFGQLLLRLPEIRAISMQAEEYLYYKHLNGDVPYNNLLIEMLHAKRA
Granule exo inh: LAMP-1 surface exposure blockers, TALL-104 cells – cell-based, flow cytometry, MLPCN library, primary screen | TALL-104 LAMP-1 surface exposure; cells stimulated with thapsigargin and PMA | inhibition, % at 10 µM | actives 0.66% (n = 360,000) | AID 651702, 2012;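 active = inhibition above about 55%, limit read from the data; inconclusive = no clear call, values can overlap the other calls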
TWEAK-Fn14 inh: inhibitors of TWEAK-Fn14 signaling, primary screen, luciferase reporter cells, uHTS; TWEAK-stimulated Fn14 reporter cells, luciferase luminescence, 8 h; inhibition, % at 10 µM; actives 2% (n = 360,000); AID 1159606, 2016; in the data active = inhibition above about 50%
NOD2-RIPK2 inh: NOD2-RIPK2 binding disruptors in cells, primary screen, fluorescence, CHO cells, BLA complementation. CCF4 ratio. inhibition, % at 4.98 µM. actives 0.38% (n = 360,000). AID 624267, 2012; in the data active = inhibition above about 21%;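 also: 0% = vehicle only and 100% = reference blocker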
Target sequence (O43353 whole entry, looked up): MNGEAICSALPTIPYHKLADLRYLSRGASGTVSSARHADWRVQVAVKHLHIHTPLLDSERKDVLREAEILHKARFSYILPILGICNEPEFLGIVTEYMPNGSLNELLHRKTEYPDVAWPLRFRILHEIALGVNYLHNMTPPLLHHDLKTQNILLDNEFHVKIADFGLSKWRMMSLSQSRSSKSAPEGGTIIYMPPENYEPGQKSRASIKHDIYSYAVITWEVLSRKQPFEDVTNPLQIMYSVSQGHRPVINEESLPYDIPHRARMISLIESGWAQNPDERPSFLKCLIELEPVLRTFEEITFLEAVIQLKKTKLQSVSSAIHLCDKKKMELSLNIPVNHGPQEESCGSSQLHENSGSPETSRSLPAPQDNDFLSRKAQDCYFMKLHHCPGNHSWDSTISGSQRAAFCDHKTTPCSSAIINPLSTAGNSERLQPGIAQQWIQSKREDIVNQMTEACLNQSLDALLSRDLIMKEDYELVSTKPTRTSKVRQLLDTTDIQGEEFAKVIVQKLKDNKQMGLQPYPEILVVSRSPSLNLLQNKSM
COUP-TFII inh: NR2F2 transcriptional activity inhibitors, primary screen, cell-based, luciferase reporter, HEK293T, luminescence. actives 0.7% (n = 370,000). inhibition, % at 8.6 µM. COUP transcription factor 2 (Homo sapiens), P24468. AID 686940, 2013. HEK293T NGFI-A luciferase reporter;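 active = inhibition above a per-plate cutoff, mean inhibition of test wells between control levels plus 3 SD, cut at about 38% in these data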;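 also: cells cotransfected with COUP-TFII expression vector driving the NGFI-A reporter; 0% = median of COUP-TF2 test wells and 100% = reporter-only cells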
TROY signal inh: inhibitors of TROY-driven NF-kB signaling, primary screen, Q293 LMP1-TROYcd cells, NF-kB luciferase, uHTS | Q293 LMP1-TROYcd NF-kB luciferase reporter, 4 h | inhibition, % at 10 µM | actives 0.98% (n = 360,000) | AID 1347056, 2019;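 active = compounds whose plate-normalised and pattern-corrected inhibition of the luciferase reporter signal at the single screening dose is 50% or more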
TLR9-MyD88 inh: inhibitors of TLR9-MyD88 association in cells, primary screen, cell-based, CHO, BLA complementation, fluorescence | AID 504734, 2011 | inhibition, % at 4.98 µM | CCF4 FRET ratio | actives 0.21% (n = 340,000);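 active = inhibition above the mean over all tested compounds plus 3 SD, cut at about 21% in these data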;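 also: 0% = DMSO only wells and 100% = clavulanate BLA inhibitor control wells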
SRC1 inh: SRC1 coactivator transcriptional activity inhibitors, primary screen, cell-based, luminescence; Nuclear receptor coactivator 1 (Homo sapiens), Q15788; HEK293 GAL4-SRC1 luciferase reporter; inhibition, % at 3.6 µM; actives 0.12% (n = 360,000);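 active = inhibition above the campaign mean plus 3 SD, with each screening campaign given its own cutoff, cut at about 60% in these data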;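 also: 0% = DMSO treated cells and 100% = gossypol at 36 µM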
NCOA2 inhibitor: inhibition of GAL4-SRC2 driven luciferase reporter, primary screen, SRC2 inhibitor project, cell-based, luminescence. Nuclear receptor coactivator 2 (Homo sapiens), Q15596. HEK293 GAL4-SRC2 luciferase reporter. inhibition, % at 9 µM. actives 0.17% (n = 370,000). AID 651957, 2012;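 active = inhibition above the mean inhibition of all tested compounds plus 3 SD, set per campaign, cut at about 52% in these data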;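 also: 0% = DMSO treated cells and 100% = cells given Gossypol at 36 µM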
* hit, by the source's call. Only part of the results is shown; rates above refer to the full screens.

`Cc1nc2ccccc2n1CC(=O)N/N=C/c1cccnc1` gave ABHD5 PLIN5 PPI 4, NCOA3 inh 8, NR5A2 inv ag 2, Granule exo inh -2, TWEAK-Fn14 inh -7, NOD2-RIPK2 inh -22, COUP-TFII inh 4, TROY signal inh 21, TLR9-MyD88 inh -12, SRC1 inh -11 and NCOA2 inhibitor 11.
Screening CCOc1ccccc1NC(=S)N(Cc1cc2ccc(C)cc2[nH]c1=O)CC1CCCN1CC (stereo not given) returned ABHD5 PLIN5 PPI 1, NCOA3 inh 14, NR5A2 inv ag 16, Granule exo inh 4, TWEAK-Fn14 inh 6, NOD2-RIPK2 inh -9, COUP-TFII inh 13, TROY signal inh 5, TLR9-MyD88 inh -4, SRC1 inh -3 and NCOA2 inhibitor -6.
CN(C)CC(C)(C)CNC(=O)CC1C(=O)NCCN1Cc1ccc(-c2ccccc2)cc1 (stereo not given) was read as ABHD5 PLIN5 PPI -2, NCOA3 inh 8, NR5A2 inv ag -9, Granule exo inh -1, TWEAK-Fn14 inh -12, NOD2-RIPK2 inh 0, COUP-TFII inh -2, TROY signal inh 15, TLR9-MyD88 inh 2, SRC1 inh -7 and NCOA2 inhibitor 7.
`COc1ccc(N2CCN(C(=O)CCNC(=O)Cn3ccc4ccccc4c3=O)CC2)cc1` gave ABHD5 PLIN5 PPI -5, NCOA3 inh 17, NR5A2 inv ag 8, Granule exo inh 0, TWEAK-Fn14 inh 5, NOD2-RIPK2 inh -2, COUP-TFII inh 5, TROY signal inh 4, TLR9-MyD88 inh 4, SRC1 inh 19 and NCOA2 inhibitor 18.
`C/C(=N\NC(=O)C(O)c1ccccc1)c1ccc(Br)s1` (stereo not given) gave ABHD5 PLIN5 PPI -3, NCOA3 inh 1, NR5A2 inv ag 19, Granule exo inh -11, TWEAK-Fn14 inh -5, NOD2-RIPK2 inh 0, COUP-TFII inh -4, TROY signal inh -3, TLR9-MyD88 inh -6, SRC1 inh -2 and NCOA2 inhibitor 7.
Cc1ccc(-c2csc3nc(C)n(N)c(=O)c23)cc1 was read as ABHD5 PLIN5 PPI 0, NCOA3 inh 4, NR5A2 inv ag 13, Granule exo inh 3, TWEAK-Fn14 inh -5, NOD2-RIPK2 inh 0, COUP-TFII inh -1, TROY signal inh 8, TLR9-MyD88 inh -3, SRC1 inh 1 and NCOA2 inhibitor -9.
Screening O=C(NC(=S)Nc1ccc(CN2CCOCC2)cc1)c1ccc2c(c1)OCCO2 returned ABHD5 PLIN5 PPI -14, NCOA3 inh -39, NR5A2 inv ag -49, Granule exo inh -13, TWEAK-Fn14 inh -17, NOD2-RIPK2 inh 1, COUP-TFII inh 6, TROY signal inh 17, TLR9-MyD88 inh -6, SRC1 inh -50 and NCOA2 inhibitor -27.
`COCCn1c(SCC(=O)N2CCCC2)nc2c(c1=O)SCC2` gave ABHD5 PLIN5 PPI 5, NCOA3 inh -8, NR5A2 inv ag 9, Granule exo inh -3, TWEAK-Fn14 inh 9, NOD2-RIPK2 inh -4, COUP-TFII inh -21, TROY signal inh -9, TLR9-MyD88 inh -3, SRC1 inh 10 and NCOA2 inhibitor -3.
For CC(=O)C1=C(O)C(=O)N(c2ccc(Br)cc2)C1c1ccccc1[N+](=O)[O-] (stereo not given) the results were ABHD5 PLIN5 PPI -7, NCOA3 inh -17, NR5A2 inv ag 6, Granule exo inh 0, TWEAK-Fn14 inh -16, NOD2-RIPK2 inh -8, COUP-TFII inh -9, TROY signal inh -55, TLR9-MyD88 inh -7, SRC1 inh -14 and NCOA2 inhibitor -2.
CCC1(CC)C(=O)N(C)C(=O)NC1=NCc1ccccc1 was read as ABHD5 PLIN5 PPI 0, NCOA3 inh 8, NR5A2 inv ag -6, Granule exo inh -1, TWEAK-Fn14 inh -17, NOD2-RIPK2 inh -2, COUP-TFII inh 4, TROY signal inh 1, TLR9-MyD88 inh 0, SRC1 inh 2 and NCOA2 inhibitor -9.
CCOC(=O)C1=C(C)C(c2ccc(OC)cc2)NC(=S)N1 (stereo not given) was read as ABHD5 PLIN5 PPI -2, NCOA3 inh -21, NR5A2 inv ag -1, Granule exo inh -2, TWEAK-Fn14 inh 14, NOD2-RIPK2 inh -6, COUP-TFII inh 0, TROY signal inh -4, TLR9-MyD88 inh 7, SRC1 inh -7 and NCOA2 inhibitor -11.
Screening COc1cc(/C=C/c2[nH]c(=O)[nH]c(=O)c2[N+](=O)[O-])ccc1OCCC(C)C returned ABHD5 PLIN5 PPI -1, NCOA3 inh -9, NR5A2 inv ag -2, Granule exo inh 2, TWEAK-Fn14 inh 14, NOD2-RIPK2 inh -3, COUP-TFII inh -9, TROY signal inh 22, TLR9-MyD88 inh 8, SRC1 inh -2 and NCOA2 inhibitor -14.
For COc1cc(-c2nnc(SCC3(c4ccc(Br)cc4)OCCO3)o2)cc(OC)c1OC the results were ABHD5 PLIN5 PPI -4, NCOA3 inh 1, NR5A2 inv ag 20, Granule exo inh 2, TWEAK-Fn14 inh -8, NOD2-RIPK2 inh -5, COUP-TFII inh 3, TROY signal inh -7, TLR9-MyD88 inh 4, SRC1 inh -1 and NCOA2 inhibitor 6.
Screening Nc1nc(SCC(=O)c2c(N)n(C3CC3)c(=O)[nH]c2=O)n[nH]1 returned ABHD5 PLIN5 PPI -3, NCOA3 inh 4, NR5A2 inv ag -21, Granule exo inh 6, TWEAK-Fn14 inh 16, NOD2-RIPK2 inh -15, COUP-TFII inh -12, TROY signal inh -33, TLR9-MyD88 inh -8, SRC1 inh 23 and NCOA2 inhibitor -8.
`Cc1[nH]nc(Sc2ccccn2)c1[N+](=O)[O-]` gave ABHD5 PLIN5 PPI 5, NCOA3 inh 11, NR5A2 inv ag 3, Granule exo inh 0, TWEAK-Fn14 inh 20, NOD2-RIPK2 inh 0, COUP-TFII inh 7, TROY signal inh 5, TLR9-MyD88 inh -3, SRC1 inh -13 and NCOA2 inhibitor -40.
`Cc1nnc(C)c2c(C)n(Cc3ccc4c(c3)OCO4)c(C)c12` gave ABHD5 PLIN5 PPI -1, NCOA3 inh 9, NR5A2 inv ag 5, Granule exo inh -11, TWEAK-Fn14 inh -1, NOD2-RIPK2 inh -2, COUP-TFII inh 9, TROY signal inh -1, TLR9-MyD88 inh 4, SRC1 inh -2 and NCOA2 inhibitor -10.
`O=C(Nc1cccnc1)c1ccc(Cl)c(S(=O)(=O)N2CCOCC2)c1` gave ABHD5 PLIN5 PPI 9, NCOA3 inh -5, NR5A2 inv ag -7, Granule exo inh 1, TWEAK-Fn14 inh 27, NOD2-RIPK2 inh 2, COUP-TFII inh 1, TROY signal inh -4, TLR9-MyD88 inh -12, SRC1 inh 5 and NCOA2 inhibitor 14.
COc1cc(C(=O)Nc2cc(C)nn2-c2ccccc2)cc(OC)c1OC was read as ABHD5 PLIN5 PPI 4, NCOA3 inh -4, NR5A2 inv ag 3, Granule exo inh -2, TWEAK-Fn14 inh -10, NOD2-RIPK2 inh -17, COUP-TFII inh -24, TROY signal inh -14, TLR9-MyD88 inh -8, SRC1 inh -20 and NCOA2 inhibitor -15.
Screening CC1(C)CC(NC(=O)C2CCC(=O)N(Cc3ccccc3F)C2)CC(C)(C)C1 (stereo not given) returned ABHD5 PLIN5 PPI -2, NCOA3 inh -34, NR5A2 inv ag -46, Granule exo inh 0, TWEAK-Fn14 inh -23, NOD2-RIPK2 inh 0, COUP-TFII inh -12, TROY signal inh -40, TLR9-MyD88 inh -1, SRC1 inh -31 and NCOA2 inhibitor 6.
Screening Cc1ccc(CCC(=O)Nc2ccccc2F)s1 returned ABHD5 PLIN5 PPI 1, NCOA3 inh -89, NR5A2 inv ag -108, Granule exo inh 12, TWEAK-Fn14 inh -17, NOD2-RIPK2 inh 1, COUP-TFII inh -44, TROY signal inh -9, TLR9-MyD88 inh -9, SRC1 inh -133 and NCOA2 inhibitor -40.
COc1ccc([C@H]2[C@H](C(=O)OC(C)(C)C)N3N=Cc4ccccc4C3C23C(=O)c2ccccc2C3=O)cc1OC (stereo not given in full) was read as ABHD5 PLIN5 PPI -3, NCOA3 inh -18, NR5A2 inv ag -8, Granule exo inh 63*, TWEAK-Fn14 inh -12, NOD2-RIPK2 inh 2, TROY signal inh -7, TLR9-MyD88 inh -12 and SRC1 inh -1.
For O=C(c1cc2nc(-c3ccccc3)cc(C(F)(F)F)n2n1)N1CCCC1 the results were ABHD5 PLIN5 PPI -5, NCOA3 inh 5, NR5A2 inv ag -18, Granule exo inh -1, TWEAK-Fn14 inh -20, NOD2-RIPK2 inh -21, COUP-TFII inh -6, TROY signal inh 3, TLR9-MyD88 inh -4, SRC1 inh -3 and NCOA2 inhibitor 5.
Screening O=S(=O)(c1ccc(Br)cc1)c1nc(-c2ccccc2)oc1N1CCOCC1 returned ABHD5 PLIN5 PPI -5, NCOA3 inh 23, NR5A2 inv ag -5, Granule exo inh -3, TWEAK-Fn14 inh -9, NOD2-RIPK2 inh -9, COUP-TFII inh 8, TROY signal inh 9, TLR9-MyD88 inh -3, SRC1 inh 10 and NCOA2 inhibitor -11.
O=C(/C=C/c1cn(-c2ccccc2)nc1-c1cccc(Cl)c1)N1CCN(c2ccccn2)CC1 was read as ABHD5 PLIN5 PPI -2, NCOA3 inh 8, NR5A2 inv ag -5, Granule exo inh 2, TWEAK-Fn14 inh 38, NOD2-RIPK2 inh -6, COUP-TFII inh 4, TROY signal inh 25, TLR9-MyD88 inh 7, SRC1 inh -8 and NCOA2 inhibitor 11.
For COCc1nc(-c2cc(Br)ccc2OC)no1 the results were ABHD5 PLIN5 PPI 1, NCOA3 inh -4, NR5A2 inv ag -3, Granule exo inh inconclusive, TWEAK-Fn14 inh 10, NOD2-RIPK2 inh -10, COUP-TFII inh -3, TROY signal inh -10, TLR9-MyD88 inh -7, SRC1 inh 2 and NCOA2 inhibitor -26.
Screening O=[N+]([O-])c1ccc(C2CN=C(Nc3ccccc3)S2)cc1 (stereo not given) returned ABHD5 PLIN5 PPI -5, NCOA3 inh 1, NR5A2 inv ag -11, Granule exo inh -3, TWEAK-Fn14 inh -36, NOD2-RIPK2 inh -4, COUP-TFII inh -8, TROY signal inh -47, TLR9-MyD88 inh -3, SRC1 inh -37 and NCOA2 inhibitor 2.
Screening COc1cc(S(=O)(=O)n2cnc(C)c2)ccc1Cl returned ABHD5 PLIN5 PPI 2, NCOA3 inh 6, NR5A2 inv ag -3, Granule exo inh 0, TWEAK-Fn14 inh 2, NOD2-RIPK2 inh -8, COUP-TFII inh -14, TROY signal inh -11, TLR9-MyD88 inh -9, SRC1 inh -9 and NCOA2 inhibitor 17.

Screens deposited in PubChem BioAssay by several laboratories.
